# Bioassay records from PubChem.
# SARS 3CLpro inh = SARS-CoV 3CLpro protease inhibition; 290,000 tested, 0.14% active; recombinant SARS-CoV 3CLpro, quenched FRET peptide cleavage; inhibition, % at 6 µM; P0C6X7; in the data active = inhibition above about 12%
# VHR inh abs = blocks human VHR1 dual specificity phosphatase; P51452; recombinant VHR phosphatase, pNPP absorbance; inhibition, % at 13.3 µM; 290,000 tested, 0.52% active; AID 1654; in the data active = inhibition above about 50%; also: some compounds called inactive have numbers as strong as hits
# Target sequence (P51452 whole entry, looked up): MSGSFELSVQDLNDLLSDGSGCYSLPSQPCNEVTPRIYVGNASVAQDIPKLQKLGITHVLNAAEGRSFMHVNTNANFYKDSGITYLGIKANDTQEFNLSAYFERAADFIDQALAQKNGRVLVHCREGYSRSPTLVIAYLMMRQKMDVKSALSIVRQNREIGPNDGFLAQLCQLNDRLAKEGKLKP
# BoNT A protease = BoNT A light chain protease inhibition; multiplex microsphere protease substrate cleavage, flow cytometry; inhibition, % at 10 µM; 360,000 tested, 0.17% active; also: plate controls were buffer without enzyme for full effect and enzyme alone for no effect
# PrPC TRFRET = cell surface PrPC inhibition, primary TR-FRET screen | P04156 | TR-FRET read-out | inhibition, % at 13.8 µM | 370,000 tested, 0.43% active; in the data active = inhibition above about 24%; also: 0% = median of the test wells and 100% = reference compound wells
# Anthrax LF inh2 = blocks Bacillus anthracis lethal factor protease. inhibition, % at 10 µM. multiplex microsphere protease cleavage assay, LF. 360,000 tested, 0.12% active; also: plate controls were buffer without enzyme for full effect and enzyme alone for no effect
# CCHF vOTU inh = blocks the CCHF virus ovarian tumor domain protease; CCHFV vOTU protease, Pep-AMC fluorescence; AID 651958; 370,000 tested, 0.55% active; inhibition, % at 11.5 µM; in the data active = inhibition above about 30%; also: 0% = vehicle wells with enzyme and 100% = no enzyme wells
# PriA SSB inh = K. pneumoniae PriA-SSBct interaction inhibition | AID 1272365 | AlphaScreen SSBct-PriA binding, biotinylated peptide | inhibition, % at 33 µM | 430,000 tested, 0.6% active; in the data active = inhibition mostly above about 37%, no sharp cut-off; inactive = mostly below about 20%;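 also: plate controls were negative control peptide for no effect and reference peptide for full effect; strong numbers were not always called active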
# Rv3671c inh = Rv3671c (M. tuberculosis) protease inhibition; P9WHR9; inhibition, % at 5.96 µM; 320,000 tested, 0.048% active; AID 2606; in the data active = inhibition above about 38%;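 also: extracellular domain of Rv3671c used as enzyme; 0% = enzyme with DMSO and 100% = no enzyme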
# Target sequence (P9WHR9 whole entry, looked up, the tested form may be a part): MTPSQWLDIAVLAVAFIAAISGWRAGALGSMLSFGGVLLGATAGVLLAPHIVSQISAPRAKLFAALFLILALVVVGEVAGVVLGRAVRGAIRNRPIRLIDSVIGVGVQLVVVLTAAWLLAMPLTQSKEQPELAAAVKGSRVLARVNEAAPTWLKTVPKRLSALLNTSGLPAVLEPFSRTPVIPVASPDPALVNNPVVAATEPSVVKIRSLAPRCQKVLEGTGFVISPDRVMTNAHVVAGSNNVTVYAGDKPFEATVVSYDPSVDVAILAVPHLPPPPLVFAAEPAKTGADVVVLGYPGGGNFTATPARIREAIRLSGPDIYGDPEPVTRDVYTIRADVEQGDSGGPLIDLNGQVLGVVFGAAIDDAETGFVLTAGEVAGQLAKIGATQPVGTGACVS
# BoNT-F LC inh = blocks Botulinum neurotoxin F light chain protease | Multiplex microsphere protease cleavage assay, flow cytometry | inhibition, % at 10 µM | 360,000 tested, 0.22% active; in the data active = inhibition above about 35%, passing the limit was not always enough; inconclusive = no clear call, values can overlap the other calls; also: plate controls were buffer without enzyme for full effect and enzyme alone for no effect
# MazF activator = activators of E. coli MazEF toxin-antitoxin RNase. P0AE70. FAM/BHQ RNA-DNA oligo cleavage fluorescence, 5 h. activation, % at 20 µM. 350,000 tested, 0.32% active; in the data active = activation above about 50%
# Target sequence (P0AE70 whole entry, looked up): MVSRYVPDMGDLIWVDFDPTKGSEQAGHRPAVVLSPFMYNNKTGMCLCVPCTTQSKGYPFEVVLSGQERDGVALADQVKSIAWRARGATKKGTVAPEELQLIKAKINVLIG
# * = called active by the depositor; i = inactive; ? = inconclusive; nt = not tested or not shown. Rule as the data show it, unless noted: active = inhibition above about 30%; inconclusive = no clear call, values can overlap the other calls; inactive = below that.
SMILES,SARS 3CLpro inh,VHR inh abs,BoNT A protease,PrPC TRFRET,Anthrax LF inh2,CCHF vOTU inh,PriA SSB inh,Rv3671c inh,BoNT-F LC inh,MazF activator
CCn1cc(C(=O)NCCO)c(=O)c2cc(F)c(N3CCN(C)CC3)cc21,0,-5,-11,-5,-20,5,-4,0,-87,3
Cc1cccc(CSCC(=O)NCc2ccc(S(N)(=O)=O)cc2)c1,1,-11,-0.6,0,-4,0,-2,2,2,-8
COc1ccc(-c2noc(CN(C)C(=O)CCN3C(=O)[C@H]4CC=CC[C@H]4C3=O)n2)cc1,9,4,0.5,9,3,-9,3,8,0,2
OC(COc1ccccc1)CN1CCCCCC1 (centres undefined),0,23,-1.1,-4,2,-3,5,8,-6,-24
CCNC(=O)C1(C)CCCN(C(=O)c2ccc3ccccc3n2)C1 (centres undefined),nt,nt,0.2,-2,3,7,nt,nt,11,nt
CC(=O)c1cccc(N(CC(=O)Nc2ccc(F)cc2)S(C)(=O)=O)c1,-4,-5,0.0,-2,0,-2,-2,1,0,1
Cc1cc(=O)oc2c(C)c(OCC(=O)NCC3CCC(C(=O)O)CC3)ccc12 (centres undefined),0,12,-0.1,0,-1,1,4,0,6,7
CCC(CC)=N/N=C/c1c(O)n(CC)c2cc(C3=NNC(=O)CC3)ccc12,-2,-22,0.3,-13,-3,10,nt,2,-13,4
COc1ccccc1C(=O)N/C(=C\c1ccc(Br)cc1)C(=O)NCCO,0,14,-1.0,5,-2,0,-3,-1,-2,-8
CCOC(=O)C1=C(C)NC(=O)/C1=C\N(C)C,-5,24,-0.1,0,-3,-1,-14,-3,-2,3
COC(=O)c1ccccc1SC1CC(=O)N(c2cccc(C)c2)C1=O (centres undefined),0,-2,0.0,-9,2,4,-9,-1,2,9
CCOc1ccc(NC(=O)c2sc3nc(N4CCOCC4)c4c(c3c2N)CCCC4)cc1,2,-8,1.2,3,-2,-1,-5,4,1,1

# In another format: results already given
# Results follow in this order: SARS 3CLpro inh	VHR inh abs	BoNT A protease	PrPC TRFRET	Anthrax LF inh2	CCHF vOTU inh	PriA SSB inh	Rv3671c inh	BoNT-F LC inh	MazF activator
> CCOc1ccc(NC(=O)c2sc3nc(N4CCOCC4)c4c(c3c2N)CCCC4)cc1
    2	-8	1.2	3	-2	-1	-5	4	1	1
> COC(=O)c1ccccc1SC1CC(=O)N(c2cccc(C)c2)C1=O (centres undefined)
    0	-2	0.0	-9	2	4	-9	-1	2	9

# (listing goes on)
SMILES,SARS 3CLpro inh,VHR inh abs,BoNT A protease,PrPC TRFRET,Anthrax LF inh2,CCHF vOTU inh,PriA SSB inh,Rv3671c inh,BoNT-F LC inh,MazF activator
Cc1ccc(C)c(NC(=O)CSc2nc(C)cc(C)c2C#N)c1,-4,1,0.5,6,3,-9,-9,-11,6,6
O=[N+]([O-])c1cccc(Cl)c1NCCNS(=O)(=O)c1ccccc1,3,-9,-0.4,-21,-1,2,11,12,-11,-1
Cc1ccc(-c2csc(NC(=O)CCNC(=O)c3ccccc3Cl)n2)cc1,4,5,-1.2,4,0,-14,11,-13,-6,1
Cc1nc(NC(=O)c2ccco2)sc1C(=O)Nc1ccc(Br)cc1,2,38,0.4,nt,-4,nt,-6,-34,-1,-9
COc1ccc(CCNC(=O)CC2SC(=NCCC(C)C)NC2=O)cc1OC (centres undefined),0,28,-0.4,-1,-8,2,-13,1,-13,8
CC(=O)Nc1ccc(OCCF)cc1,-7,12,-2.5,-2,-10,-5,-16,1,-3,19
CCCc1nnc(NC(=O)CCC(=O)N2CCN(c3ccccn3)CC2)s1,-2,21,?,2,-6,-2,0,6,9,6
Cc1cccc2cc3ccccc3nc12,nt,nt,0.8,-4,5,-38,-10,4,?,11
Nc1cccc2c(O)cc(S(=O)(=O)O)cc12,nt,nt,0.5,nt,-3,nt,22,nt,-2,-37
N#CC1(NC(=O)COC(=O)Cn2[nH]c(=O)c3ccccc3c2=O)CCCCC1,nt,nt,1.4,-4,3,6,-21,0,-2,4
O=C(c1ccc(Cn2ccc([N+](=O)[O-])n2)cc1)N1CCN(Cc2ccccc2)CC1,6,-3,nt,-2,nt,-5,-7,0,nt,6
Cc1ccc(NC(=O)CSc2nn(-c3ccc(Cl)cc3)c(=S)s2)cc1S(=O)(=O)N(C)C,4,-1,1.2,0,0,-1,-4,-143,0,-11
CCN1CCc2c(OCC(=O)Nc3cccc(C)c3)cccc2C1=O,-2,15,0.1,-3,-4,4,9,2,0,-7
Cc1ccc(S(=O)(=O)Cn2nnnc2C(CC(C)C)N2CCN(C(=O)c3ccco3)CC2)cc1 (centres undefined),-4,12,0.9,-4,2,27,0,-2,6,-7
Cc1ccc(OCC(=O)N/N=C/c2c[nH]c3ccccc23)c([N+](=O)[O-])c1,4,-17,-1.0,-3,-4,-11,nt,4,-7,12
Cc1ccc(NC(=O)C2CCN(C(=O)c3ccccc3C)CC2)nc1,nt,nt,-2.2,6,-6,-8,-8,0,7,1
Cc1noc(C)c1NC(=O)N(C)C[C@@H]1Oc2ncc(Br)cc2C(=O)N([C@H](C)CO)C[C@@H]1C,nt,nt,-0.3,5,3,-7,nt,nt,-2,7
CCOC(=O)C1=C(C)NC2=C(C(=O)CCC2)C1c1cc(OC)ccc1OC (centres undefined),-4,-4,0.0,-2,-5,-3,-12,0,1,5
COc1cc(C(=O)N/N=C/C23CC[C@@H](O)CC2(O)CC[C@@H]2[C@@H]3CCC3(C)C(C4=CC(=O)OC4)CCC23O)ccc1O (some centres undefined),5,-8,nt,-5,nt,2,i,-5,nt,0
Cc1ccc(NC(=O)C2(c3ccccc3)CCOCC2)cc1,-4,4,-0.4,0,4,5,-4,0,-2,6
CC(C)Nc1nc(NCCOc2ccccc2Cl)c2sc(-c3ccccc3)cc2n1,nt,nt,3.3,18,4,17,nt,nt,-14,nt
CC1=Nc2cc(C(=O)NCc3ccco3)ccc2Sc2ccc(C)cc21,5,-7,1.2,10,-2,-5,20,-10,0,2
O=C(COC(=O)c1c(Cl)cccc1Cl)NC1CCCCC1,7,14,0.3,8,0,5,-10,2,0,6
CC(CC(=O)Nc1ccc(F)cc1)S(=O)(=O)c1ccc2c(c1)NC(=O)CO2 (centres undefined),0,28,1.3,8,-2,-4,-8,-2,0,12
CCNC(=O)CN(c1ccc(CC)cc1)S(C)(=O)=O,7,11,?,-3,-2,-2,-10,7,0,12
O=C(C[n+]1cc(-c2ccccc2)n2c1CCC2)OCc1ccccc1,2,-6,-0.5,-2,-2,-4,-2,0,-2,7
CCCCN(CC)CCCNC(=O)c1cc2cc3ccc(C)cc3nc2o1,-4,24,1.5,-35,-10,-114,-9,1,14,10
COC(=O)C(CC(=O)c1ccc(Cl)cc1)c1ccc(C(C)C)cc1 (centres undefined),-1,-13,-1.0,7,-6,-2,-20,2,-11,-13
Cc1cnc(NC(=O)CSc2ccccc2)s1,-3,15,-0.8,7,1,5,1,1,-11,0
O=C(CC1SC(N2CCCCC2)=NC1=O)Nc1ccc(C(=O)NCCc2ccc(F)cc2)cc1 (centres undefined),nt,nt,1.5,4,3,-3,0,-3,-3,5
CS(=O)(=O)N(CCc1ccccc1)CC(=O)NCc1ccc(Cl)cc1,-4,35,-2.0,-3,2,-6,-12,-4,-8,1
O=C(CN1CCN(c2ccccc2O)CC1)Nc1ccnn1C1CCCC1,nt,nt,1.4,-1,2,3,1,5,-3,8
CCOc1ccc(S(=O)(=O)N2CCCCC2)c(C)c1C,4,11,-0.3,-2,4,7,-31,nt,6,-6
Cc1ccc(OCC(=O)c2ccc(Cl)s2)c([N+](=O)[O-])n1,-2,-2,1.4,1,7,-4,11,0,-2,43
O=C1CCc2cc(S(=O)(=O)NC3CCCCC3)ccc2N1,nt,nt,0.7,6,8,3,-3,3,4,0
COc1ccc(CNC(=O)N2CCc3ccccc3C2)cc1Cl,-4,16,-2.5,7,1,21,-13,1,-1,2
CCNC(=O)COC(=O)c1cc(-c2ccc(OC)cc2)nc2ccccc12,3,30,0.5,2,-2,2,-14,-8,-14,7
Cn1c2ccccc2c2cnn(CC(=O)Nc3ccc(F)cc3F)c(=O)c21,-1,17,0.8,8,-1,-6,-18,0,-4,-22
C#CCn1c(=NC(=O)CSCC(=O)N2CCOCC2)sc2ccccc21,-1,9,0.2,10,1,7,-3,-2,-5,2
Cn1c(O)c(/C=C/C=Nc2ccccc2)c(=O)n(C)c1=S,0,54*,8.0,3,2,7,nt,-223,9,-448
COc1ccc(S(=O)(=O)N2CCOCC2)cc1NC(=O)c1ccc2c(c1)OCO2,nt,nt,nt,5,nt,6,11,-9,nt,-19
Cc1cc(NC(=O)CCC(=O)N(CC(=O)NC2CCCC2)Cc2ccco2)no1,0,34,-0.7,5,3,6,-18,3,-14,-13
COCc1c(C(=O)N/N=C/c2ccc(C)o2)nnn1-c1nonc1N,0,6,-0.3,-5,0,13,nt,-1,1,13
COCC(C)n1c(C)cc(C(=O)CSc2cc(C)c3ccccc3n2)c1C (centres undefined),1,7,-0.1,10,-1,21,-5,-3,-8,-6
CN(Cc1ccccc1)C(=O)c1ccc(NC(=O)Cc2ccc(NC(=O)C3CCN(C(=O)C4CCCCC4)CC3)cc2)cc1,nt,nt,0.0,8,8,2,0,nt,-3,-15
O=C(Nc1ccccc1N1CCOCC1)c1cccc(S(=O)(=O)N2CCOCC2)c1,nt,nt,0.4,-3,2,2,0,16,2,2
CC(Nc1cc(N2CCN(C(=O)C(C)(C)C)CC2)ccc1[N+](=O)[O-])c1ccccc1 (centres undefined),6,21,-2.0,-3,-11,11,41*,-3,-6,-6
O=C(COC(=O)C1CCC1)NCCc1ccc(Cl)cc1Cl,1,-11,-1.9,0,-4,-1,-2,-1,-3,2
CCc1ccc(C(=O)Nc2ccc(S(=O)(=O)Nc3nc(C)cc(C)n3)cc2)o1,-2,-5,0.8,1,-4,6,-7,-3,0,1
CC1(C)S[C@@H]2[C@H](NC(=O)COc3ccccc3)C(=O)N2C1C(=O)OCC1CCCCC1 (some centres undefined),nt,nt,-0.5,-4,-8,10,-10,-6,-6,-2
COc1cc(C(=O)Nc2ccc(N(C)C)cc2)cc(OC)c1OC,-2,0,-0.9,9,-7,6,13,-6,-28,42
O=C(NCCc1csc(-c2ccccc2)n1)c1ccccc1F,1,-15,-1.7,-10,1,18,-7,-1,-5,2
Cc1ccc(CN(Cc2ccccc2)C(=S)Nc2ccccc2C)o1,3,18,-0.6,-10,-1,9,11,3,-6,-25
O=C(Nc1cccc(F)c1)C1CCCN1S(=O)(=O)c1cccc2cccnc12 (centres undefined),-3,2,-0.1,4,4,-3,-4,-3,4,-1
O=C(OCN1C(=O)c2ccccc2C1=O)c1ccccc1,0,24,-2.1,-7,-10,4,-19,3,2,-13
Cc1cc(C)c2c(=O)n3c(nc2c1)C(CC(C)C)NC(=O)c1cc2ccccc2cc1-3 (centres undefined),nt,nt,0.1,-4,-9,4,nt,nt,-2,-2
CCN(CC)C(=O)c1ccc2c(c1)N(Cc1ccccc1)C(=O)CS2=O (centres undefined),2,-15,0.0,15,2,-1,-7,6,7,4
O=C(CCc1ccc(S(=O)(=O)NC2CCCCC2)cc1)NCc1ccc(Cl)cc1,6,-12,-0.3,4,-2,13,-10,-1,-6,4
CCOC(=O)C1=C(C)N(CC(C)C)C(=O)/C1=C\c1cccs1,-3,5,-7.3,-1,-23,-4,15,4,?,59*
O=S(=O)(NCCCNS(=O)(=O)c1c(F)cccc1F)c1ccc2c(c1)OCCO2,nt,nt,0.7,-2,6,-5,3,-6,3,6
O=C1CCCN1c1cc(Cl)ccc1Cl,0,19,-1.3,1,-4,1,-18,6,-5,1
OCCn1cnc2c(SCc3ccccc3)ncnc21,nt,nt,-0.3,3,-2,-6,-9,nt,-5,2
Cc1noc(C)c1C(=O)NCc1ccccc1F,1,18,1.4,-1,-1,-4,1,7,4,1

# These rows are one share of the data (hit frequency here may not be typical).
